Bioassay records (PubChem)
A-T KAP1 phos: potential ataxia-telangiectasia treatment; […] A-T fibroblasts, KAP-1 phosphorylation AlphaLISA; neocarzinostatin DNA damage 30 min before lysis; Potency, µM (doses to about 57.5 µM), inactives show at the highest dose activation, usual class: activators; 320,000 compounds, 0.19% hits; also: potency is read from the fitted curve at half-maximal effect; % of control where 0% means no effect; nearly all actives have a fitted effect of over 45% in size
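ATM-like activity read as KAP-1 phosphorylation via AlphaLISA donor/acceptor antibody pairs after lysis and 6 hr at 25C. Cells were ATM-null patient fibroblasts ([…], hTERT), dosed 60 min, then exposed to the DSB inducer NCS for 30 min.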
B2AR arrestin: recruits beta-arrestin to the human beta2-adrenergic receptor; P07550; beta-arrestin recruitment to beta2AR, cell-based reporter; Potency, µM (titrated, usually from 46.1 µM), for inactives: at the highest dose activation, usual class: activators; 330,000 compounds, 0.02% hits; AID 492947;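 also: potency is read from the fitted curve at half-maximal effect; 0% = DMSO controls and full agonism = EC100 isoproterenol or metaproterenol; nearly all actives have a fitted effect of over 65% in size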
TCR act: activators of T cell receptors. primary human leukocytes, anti-CD3, IL-2 HTRF, 48 h. Potency, µM (highest dose often 9.22 µM), for inactives: top-dose activation of IL-2 secretion, usual class: activators. 330,000 tested, under 10 active; also: % of control where 0% means no effect
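HTRF read-out of IL-2 secretion: europium cryptate donor excited at 320nm, d2 acceptor emission at 665nm. Cells were primary human leukocytes incubated 48 hr with compounds and a-CD3 beads, supplying TCR signal only.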
ELG1 DNA repair: ELG1-dependent DNA repair inhibition | Potency, µM (titrated, usually from 46.1 µM), without a hit: at the top dose activity change, negative = inhibition, hits mostly inhibitors | HEK293T ELG1-luciferase reporter, luminescence, 16 h; DNA damage induced by 5-fluorouridine | AID 504467 | 330,000 compounds, 2.3% hits; also: potency is read from the fitted curve at half-maximal effect; % is scaled to controls: 0 for no effect and ±100 for the full control effect; nearly all actives have a fitted effect of over 55% in size
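5-Fluorouridine DNA damage + compound/DMSO, 2,000 cells/well, 16 h, 37 °C/5% CO2. ONE-Glo, 30 min RT, luminescence. Readout = decrease in reporter signal.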
MLL CXXC-DNA inh: inhibitors of human MLL CXXC domain-DNA interaction; Q03164; MLL-CXXC / FITC-HOXA9 DNA fluorescence polarization; Potency, µM (top dose mostly 115 µM), inactives show at the highest dose activity change, negative = inhibition, actives largely listed as inhibitors; 290,000 compounds, 0.037% hits; active = well fitted inhibition curve with a large enough effect in the polarisation, with a control signal flat, not every such curve was filed as active; inconclusive = small, poorly fitted or top-dose-only effect, or effect the other way, or a change in a side signal; inactive = no such curve, though single readings can be large or run the other way; the % refers to the polarisation; also: potency is read from the fitted curve at half-maximal effect
Target sequence (Q03164 whole entry, looked up, the tested form may be a part): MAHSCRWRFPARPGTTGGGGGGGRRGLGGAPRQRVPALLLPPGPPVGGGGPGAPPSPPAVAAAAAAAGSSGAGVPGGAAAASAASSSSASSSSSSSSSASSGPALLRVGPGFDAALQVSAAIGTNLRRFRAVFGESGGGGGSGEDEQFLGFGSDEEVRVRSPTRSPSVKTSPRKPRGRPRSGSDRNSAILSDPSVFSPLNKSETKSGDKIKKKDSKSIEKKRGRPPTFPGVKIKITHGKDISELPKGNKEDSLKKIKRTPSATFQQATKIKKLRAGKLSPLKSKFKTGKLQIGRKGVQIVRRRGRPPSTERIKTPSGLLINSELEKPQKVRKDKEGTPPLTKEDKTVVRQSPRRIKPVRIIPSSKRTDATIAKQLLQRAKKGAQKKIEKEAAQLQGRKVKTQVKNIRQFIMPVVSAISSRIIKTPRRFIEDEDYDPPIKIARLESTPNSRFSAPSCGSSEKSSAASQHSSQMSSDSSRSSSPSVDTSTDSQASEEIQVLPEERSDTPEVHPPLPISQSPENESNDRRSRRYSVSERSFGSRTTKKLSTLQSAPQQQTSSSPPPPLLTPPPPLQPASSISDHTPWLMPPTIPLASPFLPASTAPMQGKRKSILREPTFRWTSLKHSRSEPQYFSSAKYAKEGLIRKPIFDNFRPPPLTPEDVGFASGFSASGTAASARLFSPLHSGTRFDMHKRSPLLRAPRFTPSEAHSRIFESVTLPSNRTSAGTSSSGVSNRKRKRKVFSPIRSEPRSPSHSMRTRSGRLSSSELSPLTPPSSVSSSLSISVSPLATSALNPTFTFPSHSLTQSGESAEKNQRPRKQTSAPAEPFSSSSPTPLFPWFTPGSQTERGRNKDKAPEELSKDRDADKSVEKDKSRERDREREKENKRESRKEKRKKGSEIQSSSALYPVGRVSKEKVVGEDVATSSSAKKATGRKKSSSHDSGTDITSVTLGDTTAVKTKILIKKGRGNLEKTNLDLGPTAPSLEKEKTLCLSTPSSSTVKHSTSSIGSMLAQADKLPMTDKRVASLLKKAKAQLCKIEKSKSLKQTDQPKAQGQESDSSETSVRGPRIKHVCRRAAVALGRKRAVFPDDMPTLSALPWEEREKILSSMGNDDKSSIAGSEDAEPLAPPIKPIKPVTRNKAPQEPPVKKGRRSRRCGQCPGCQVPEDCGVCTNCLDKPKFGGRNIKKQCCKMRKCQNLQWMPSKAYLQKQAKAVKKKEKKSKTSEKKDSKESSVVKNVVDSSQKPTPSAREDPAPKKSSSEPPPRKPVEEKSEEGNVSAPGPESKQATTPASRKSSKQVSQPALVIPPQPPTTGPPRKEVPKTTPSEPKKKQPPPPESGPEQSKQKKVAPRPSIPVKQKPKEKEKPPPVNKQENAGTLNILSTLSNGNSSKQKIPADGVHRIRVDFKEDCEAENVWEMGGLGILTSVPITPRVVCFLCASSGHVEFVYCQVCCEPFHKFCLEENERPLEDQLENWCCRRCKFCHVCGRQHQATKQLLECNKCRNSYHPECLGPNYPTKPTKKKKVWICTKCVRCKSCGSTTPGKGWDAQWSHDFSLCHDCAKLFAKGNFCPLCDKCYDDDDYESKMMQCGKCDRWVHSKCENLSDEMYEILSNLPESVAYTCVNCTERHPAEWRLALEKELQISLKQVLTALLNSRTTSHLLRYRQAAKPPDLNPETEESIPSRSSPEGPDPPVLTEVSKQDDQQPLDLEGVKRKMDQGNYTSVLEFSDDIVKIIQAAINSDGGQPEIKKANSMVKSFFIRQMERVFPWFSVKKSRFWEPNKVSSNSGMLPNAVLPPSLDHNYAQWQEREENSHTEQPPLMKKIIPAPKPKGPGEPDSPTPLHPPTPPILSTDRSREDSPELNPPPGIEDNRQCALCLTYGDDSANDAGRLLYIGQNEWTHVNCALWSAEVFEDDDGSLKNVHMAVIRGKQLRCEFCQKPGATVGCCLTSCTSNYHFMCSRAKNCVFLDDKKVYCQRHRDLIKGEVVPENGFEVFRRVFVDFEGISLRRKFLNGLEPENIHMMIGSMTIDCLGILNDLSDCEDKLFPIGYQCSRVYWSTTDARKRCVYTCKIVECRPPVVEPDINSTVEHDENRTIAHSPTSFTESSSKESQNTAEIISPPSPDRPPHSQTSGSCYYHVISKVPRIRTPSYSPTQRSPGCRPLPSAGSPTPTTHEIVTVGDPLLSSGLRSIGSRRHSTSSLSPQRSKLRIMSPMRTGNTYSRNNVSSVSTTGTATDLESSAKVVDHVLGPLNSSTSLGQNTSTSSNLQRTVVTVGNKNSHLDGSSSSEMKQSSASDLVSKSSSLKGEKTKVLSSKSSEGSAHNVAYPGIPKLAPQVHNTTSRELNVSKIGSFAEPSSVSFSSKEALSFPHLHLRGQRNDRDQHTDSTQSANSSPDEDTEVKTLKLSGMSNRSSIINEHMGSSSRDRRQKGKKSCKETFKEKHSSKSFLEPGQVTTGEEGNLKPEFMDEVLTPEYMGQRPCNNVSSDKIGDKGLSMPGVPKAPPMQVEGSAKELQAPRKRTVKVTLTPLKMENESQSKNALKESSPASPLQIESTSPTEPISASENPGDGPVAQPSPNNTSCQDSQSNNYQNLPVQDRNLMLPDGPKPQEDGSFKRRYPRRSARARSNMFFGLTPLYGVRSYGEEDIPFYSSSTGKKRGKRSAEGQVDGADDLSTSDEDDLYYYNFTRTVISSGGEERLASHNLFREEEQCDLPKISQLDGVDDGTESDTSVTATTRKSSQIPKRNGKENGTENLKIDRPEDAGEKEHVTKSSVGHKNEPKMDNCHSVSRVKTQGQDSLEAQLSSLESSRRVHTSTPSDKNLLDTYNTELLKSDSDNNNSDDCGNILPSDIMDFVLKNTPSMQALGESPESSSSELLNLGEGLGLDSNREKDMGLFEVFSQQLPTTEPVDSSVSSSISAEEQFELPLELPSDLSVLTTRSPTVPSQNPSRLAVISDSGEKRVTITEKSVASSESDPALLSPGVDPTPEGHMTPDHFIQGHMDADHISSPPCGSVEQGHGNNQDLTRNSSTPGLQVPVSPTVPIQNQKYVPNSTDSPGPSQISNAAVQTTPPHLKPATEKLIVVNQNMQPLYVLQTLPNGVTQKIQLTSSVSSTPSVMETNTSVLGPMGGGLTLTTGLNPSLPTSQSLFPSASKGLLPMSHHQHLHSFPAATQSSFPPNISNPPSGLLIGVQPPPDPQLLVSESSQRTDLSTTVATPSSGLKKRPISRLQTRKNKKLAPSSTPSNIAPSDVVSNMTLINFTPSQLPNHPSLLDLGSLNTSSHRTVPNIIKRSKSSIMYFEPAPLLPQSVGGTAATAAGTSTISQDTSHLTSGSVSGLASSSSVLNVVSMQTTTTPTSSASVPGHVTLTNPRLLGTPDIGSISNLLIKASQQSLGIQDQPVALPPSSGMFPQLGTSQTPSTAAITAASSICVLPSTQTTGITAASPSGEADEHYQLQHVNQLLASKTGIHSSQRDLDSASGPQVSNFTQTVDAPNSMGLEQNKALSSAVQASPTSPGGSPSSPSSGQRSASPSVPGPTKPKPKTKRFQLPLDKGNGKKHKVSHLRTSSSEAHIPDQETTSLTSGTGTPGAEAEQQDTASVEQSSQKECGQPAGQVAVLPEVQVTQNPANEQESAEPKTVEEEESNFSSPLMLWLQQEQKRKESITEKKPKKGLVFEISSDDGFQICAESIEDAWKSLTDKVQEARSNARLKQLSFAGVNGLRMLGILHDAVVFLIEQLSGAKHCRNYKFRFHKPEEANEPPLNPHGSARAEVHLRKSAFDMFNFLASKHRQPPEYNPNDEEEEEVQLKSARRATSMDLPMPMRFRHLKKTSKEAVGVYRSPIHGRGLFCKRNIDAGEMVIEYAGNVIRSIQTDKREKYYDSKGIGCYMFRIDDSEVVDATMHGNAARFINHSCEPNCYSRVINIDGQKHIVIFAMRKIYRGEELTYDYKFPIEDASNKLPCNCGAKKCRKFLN
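Fluorescence polarization: 7 uM MLL-CXXC (stock) preincubated 5 min with compounds, then 50 nM fluorescein-HOX-A9 DNA (stock) added; 30 min ambient. Buffer 50 mM Tris-HCl pH 7.5, 50 mM NaCl, 1 mM DTT, 0.05% BSA.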
a7 integrin act: activates integrin-mediated alleviation for muscular dystrophy; alpha7betagal myoblasts, beta-gal FDG fluorescence, 48 h; Potency, µM (series often up to 38.3 µM), inactives show at the top dose activation, most hits filed as activators; 350,000 compounds, 0.064% hits; AID 624291;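 also: potency is read from the fitted curve at half-maximal effect; 100% = response of the positive control SU9516; nearly all actives have a fitted effect of over 60% in size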
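alpha7betagal+/- myoblasts (passage 13, 250/well) treated 48 h at 37C with compounds at 1:260 dilution of DMSO stock. Lysed, then beta-galactosidase activity read as FDG fluorescence (ex 480/em 540) after 30 min, with pre-read for autofluorescence.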
TRPV1 agonist: human TRPV1 agonism; Q8NER1; TRPV1-expressing cells, Fluo-8 calcium influx, agonist mode; activation, % at 8.33 µM; 320,000 compounds, 0.19% hits; AID 540275; in the data active = activation above about 80%; inconclusive = between about 30% and that limit; also: 0% is about no effect
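Cells expressing TRPV1 were dye-loaded with Fluo-8 and read kinetically: 10 s baseline, 3 min after compound (agonist portion), then 2 min after EC20 capsaicin (allosteric enhancer portion). Calcium-bound dye fluorescence at 480/520 nm.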
TSG101-PTAP inh: blocks PTAP/TSG101 interaction to inhibit HIV-1 budding; Potency, µM (series often up to 115 µM), for the others: top-dose activity change, negative = inhibition, usual class: inhibitors; 340,000 tested, under 10 active; Fluorescence polarization, FITC-PTAP peptide / Tsg101 binding; active = well fitted inhibition curve with a large enough effect in the main read-out, with a control signal flat, not every such curve was filed as active; inconclusive = small, poorly fitted or top-dose-only effect, or effect the other way, or a change in a side signal; inactive = no such curve, though single readings can be large or run the other way; also: potency is read from the fitted curve at half-maximal effect; % of control where 0% means no effect
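Compounds were pin-transferred onto Tsg101 binding domain (10 uM final) in HEPES pH 7.5 buffer, then FITC-PTAP peptide was added at 50 nM final. After 20 min at RT, polarization reported peptide displacement across a qHTS concentration series.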
p53 reactivation: re-activators of mutant p53; H1299 p53-A138V BP100-luciferase reporter, luminescence, 24 h; Potency, µM (top dose mostly 92.2 µM), for the others: at the highest dose activity change, positive = activation, actives largely listed as activators; 320,000 compounds, 0.063% hits; AID 504706; also: potency is read from the fitted curve at half-maximal effect; % of control where 0% means no effect; nearly all actives have a fitted effect of over 45% in size
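H1299 (p53-null), stable ts p53-A138V + BP100-Luc; 1000 cells/well, Opti-MEM/10% FBS; cpd 4 pt, 1:5; 24 h, 37 deg C, 5% CO2; detection reagent 10 min RT; luminescence.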
BRCA1 expr act: activators of BRCA1 expression; Potency, µM (top dose mostly 46.1 µM), without a hit: at the top dose activation, actives largely listed as activators; 380,000 compounds, 1.1% hits; MCF7-BRCA1-FFLuc reporter, luminescence, 48 h; response scale: scaled: vehicle 0%, 10 µM genistein 100%; also: potency is read from the fitted curve at half-maximal effect; nearly all actives have a fitted effect of over 80% in size; some results filed as inactive show a strong effect at the top dose
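Luminescence from a BRCA1-driven firefly luciferase in MCF7 cells was read after 48 h compound exposure at 37 C. Data normalized against DMSO and a 10microM genistein activation control, then curve-fitted across the titration.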
Active calls of the source: *; ? = inconclusive; . = not tested or not shown; [ ] = another dose, or the depositor's remark. Unless noted, calls follow the shape of the dose curve; as a rule, active = well fitted curve in the direction sought with a large enough effect; inconclusive = small, poorly fitted or top-dose-only effect, or another doubt; inactive = no such curve, though single readings can be large; an effect the other way counts as inactive or inconclusive. Not a hit list. Share with any hit: about 3.8%.

Start of the data: the first 2 compounds, ahead of the listing:
SMILES,A-T KAP1 phos,B2AR arrestin,TCR act,ELG1 DNA repair,MLL CXXC-DNA inh,a7 integrin act,TRPV1 agonist,TSG101-PTAP inh,p53 reactivation,BRCA1 expr act
Cn1c(N)c(C(=O)COC(=O)CSc2ccc3ccccc3c2)c(=O)n(C)c1=O,1%,-0.7%,-12%[46.1 µM],-3%,2%,-29%,2,-1%,-1%,4%
Cc1noc(C)c1COc1ccc(C(=O)OCC(=O)N2c3ccccc3NC(=O)C2(C)C)cc1,-2%,-0.9%,2%,?,4%,-25%,7,-2%,-3%,-30%

All compounds of this part, from the start:
SMILES,A-T KAP1 phos,B2AR arrestin,TCR act,ELG1 DNA repair,MLL CXXC-DNA inh,a7 integrin act,TRPV1 agonist,TSG101-PTAP inh,p53 reactivation,BRCA1 expr act
Cn1c(N)c(C(=O)COC(=O)CSc2ccc3ccccc3c2)c(=O)n(C)c1=O,1%,-0.7%,-12%[46.1 µM],-3%,2%,-29%,2,-1%,-1%,4%
Cc1noc(C)c1COc1ccc(C(=O)OCC(=O)N2c3ccccc3NC(=O)C2(C)C)cc1,-2%,-0.9%,2%,?,4%,-25%,7,-2%,-3%,-30%
CCn1c(SCC(=O)Nc2ccc3c(c2)OCCO3)nnc1-c1cccnc1,-7%,-0.2%,3%,24%,?,?,1,-2%,-3%,-9%
Cc1ccc(CN(Cc2cc3cccc(C)c3[nH]c2=O)C(=S)NCCCN(C)C)cc1,4%,-0.2%,-1%,2%,1%,-19%,5,-4%,-2%,-61%
COC(=O)c1sc(NC(=O)/C=C/c2ccccc2Cl)nc1C,2%,-0.2%,-7%,21%,20%,-1%,-3,2%,7%,20%
C/C(=N/NC(=O)c1ccncc1)c1ccccc1,-1%,0.4%,.,?,-7%,12%,-1,2%,8%,29%
CCCCNC(=S)NNC(=O)CCn1cc(C)cn1,16%,-0.3%,-1%[46.1 µM],-9%,13%,19%,0,0%,0%,14%
COC(=O)CC1COc2ccccc2N1C(=O)c1ccc(Cl)cc1 (stereo not given),-6%,-0.2%,-5%,-8%,2%,-8%,10,-3%,-2%,-24%
O=C(NCCCN1CCCC1=O)Nc1ccccc1Cl,5%,-0.1%,-4%,?,-12%,23%,-2,5%,-4%,10%
CCOc1ccccc1NS(=O)(=O)c1ccc2oc(=O)ccc2c1,0%,0.0%,-1%,0%,1%,-36%[inhibitor],-5,-5%,.,1%
O=C(Nc1cc(C(=O)N2CCCC2)ccc1N1CCCC1)c1ccccc1F,2%,-0.1%,-5%,?,0%,-31%[7.66 µM],1,-2%,-1%,-4%
C=CCNC(=S)N(CC=C)C1CCS(=O)(=O)C1 (stereo not given),0%,-0.5%,-6%[46.1 µM],-7%,-5%,-10%,-5,-3%,-4%,-9%
CSc1ccccc1C(=O)C1CCCN(S(=O)(=O)N(C)C)C1 (stereo not given),0%,-1.9%,-8%,-8%,-6%,-31%,10,-3%,-3%,-4%
CCOC(=O)c1c(NC(=O)c2ccco2)n(C2CCCCC2)c2nc3ccccc3nc12,3%,0.2%,3%,?,2%,-49%[inhibitor],5,2%,-6%,-34%
O=C(N/N=C/c1ccc(O)cc1)c1cc(C23CC4CC(CC(C4)C2)C3)[nH]n1,-12%,0.1%,-6%,-25%,-3%,-10%,?,-1%,2%,-3%
COc1ccccc1/C=C/C(=O)c1c2c(c(C)[nH]c1=O)CCCC2,0%,0.3%,.,18µM*,-9%,-39%[inhibitor],-5,.,-3%,-85%
Clc1cccc2sc(N3CCCCC3)nc12,16%,-0.3%,-4%,?,4%,-18%,-3,-5%,?,?
CCCCN(C(=O)C1CC(=O)N(CCc2ccc(OC)c(OC)c2)C1)c1c(N)n(CC(C)C)c(=O)[nH]c1=O (stereo not given),.,.,-1%,.,.,-46%[inhibitor],.,-4%,.,-12%
COC(=O)c1c(NC(=O)c2cccnc2Cl)sc(C(=O)N(C)C)c1C,0%,-0.7%,1%[46.1 µM],-13%,11%,-7%,1,-2%,-3%,-21%
Cc1ccc(/C=N/NC(=O)CSc2ccccn2)o1,18%,-0.8%,3%,12%,-5%,2%,.,1%,-1%,-6%
C/C(=N\NC(=O)c1nn(C)cc1Br)c1ccncc1,1%,-0.1%,0%[46.1 µM],14%,6%,6%,0,0%,?,21%
CCC(C)C(=O)Nc1ccc(S(=O)(=O)N2CCCC2)cc1 (stereo not given),1%,-0.8%,1%,-12%,-5%,37%,5,0%,.,0%
Cc1ccc2c(c1)nnn2C1CCN(C(=O)C2CCCCC2)CC1,-4%,-0.4%,3%,?,1%,7%,24,-5%,28%,-27%
O=C(c1ccc2c(c1)N(Cc1ccc(F)cc1)C(=O)CS2)N1CCOCC1,17%,-1.1%,-1%,?,9%,-3%,-5,-2%,-1%,8%
COc1ccccc1C(=O)n1nc(-c2cccnc2)nc1N,5%,0.4%,0%[46.1 µM],?,25%,6%,-2,-4%,10%,0%
O=C(NCc1ccc(Cl)cc1)C1CCN(S(=O)(=O)c2cccs2)CC1,1%,-0.1%,-2%,2%,1%,4%,8,-4%,4%,-4%
CN(C)C=Nc1ncc2c([nH]c3ccccc32)c1C#N,.,-0.3%,6%,?,1%,?,1,3%,?,10%
O=C(Cc1nnc(NC(=O)c2cccc([N+](=O)[O-])c2)s1)NCc1ccccc1,10%,-0.3%,3%,-27%,2%,-10%,2,.,-4%,3%
Cc1nc2ccc(S(=O)(=O)NCC(=O)N(C)Cc3ccccc3)cc2s1,3%,-0.4%,6%,?,-6%,-14%,0,-5%,-1%,-1%
CN(C)CCNC(=O)c1ccccc1-c1ccccc1,5%,-0.1%,3%,9%,6%,-11%,3,1%,4%,-9%

An excerpt from above in order of number of heavy atoms, largest number first.
SMILES,A-T KAP1 phos,B2AR arrestin,TCR act,ELG1 DNA repair,MLL CXXC-DNA inh,a7 integrin act,TRPV1 agonist,TSG101-PTAP inh,p53 reactivation,BRCA1 expr act
O=C(N/N=C/c1ccc(O)cc1)c1cc(C23CC4CC(CC(C4)C2)C3)[nH]n1,-12%,0.1%,-6%,-25%,-3%,-10%,?,-1%,2%,-3%
CSc1ccccc1C(=O)C1CCCN(S(=O)(=O)N(C)C)C1 (stereo not given),0%,-1.9%,-8%,-8%,-6%,-31%,10,-3%,-3%,-4%
CCCCNC(=S)NNC(=O)CCn1cc(C)cn1,16%,-0.3%,-1%[46.1 µM],-9%,13%,19%,0,0%,0%,14%

(list continues)
SMILES,A-T KAP1 phos,B2AR arrestin,TCR act,ELG1 DNA repair,MLL CXXC-DNA inh,a7 integrin act,TRPV1 agonist,TSG101-PTAP inh,p53 reactivation,BRCA1 expr act
COc1ccc(NC(=O)C(c2ccc(C)cc2)N(C)C(=O)CC2NC(=O)NC2=O)cc1 (stereo not given),-3%,3.6%,-7%,3%,-5%,17%,0,-1%,-2%,-11%
CN(CCC#N)CC(=O)Nc1ccc(S(N)(=O)=O)cc1,-7%,-0.1%,2%,5%,7%,4%,-1,0%,1%,-7%
O=C1C2C(C(=O)N1CCc1ccccc1)C1C=CC2C12CC2 (stereo not given),1%,-0.1%,-107%,21%,12%,0%,2,-9%,6%,30%
CCN(c1ccccc1)S(=O)(=O)c1ccc(Cl)c(NC(=O)CNC(C)c2ccccc2)c1 (stereo not given),0%,0.2%,-4%,15µM*,.,-11%,.,1%,4%,-71%[inhibitor]
COc1ccc(C(CNCC(O)COc2c(C)ccc(C)c2C)N(C)C)cc1 (stereo not given),0%,-0.6%,-4%,-28%,8%,-59%[inhibitor],0,-3%,-4%,-47%
S=C(Nc1ccccc1)N1CCN(c2ccccc2)CC1,.,.,-1%,.,.,11%,.,-1%,.,-4%
